ELG1 genotox = inducers of genotoxicity in HEK293T ELG1-luciferase cells | HEK293T ELG1-luciferase reporter, luminescence, 16 h | Potency, µM (doses to about 46 µM), without a hit: top-dose activity change, positive = activation, usual class: activators | 330,000 compounds, 1.3% hits | AID 504466; note: potency is the fitted concentration of half-maximal effect; % of control where 0% means no effect; nearly all actives have a fitted effect of over 60% in size
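16 hr compound incubation (37 °C, 5% CO2) of HEK293T cells carrying luciferase-tagged ELG1; luciferase then measured by ONE-Glo luminescence after 30 min at RT.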
FLuc modulator = counter-screen for miR-21 project: firefly luciferase inhibitors or activators; Potency, µM (top dose mostly 57.5 µM), for inactives: at the highest dose activity change, negative = inhibition, actives largely listed as inhibitors; AID 588342; P08659; 360,000 compounds, 6.9% hits; purified FLuc, Km substrates, luminescence inhibition;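 note: potency is the fitted concentration of half-maximal effect; plate controls were vehicle for no effect and reference inhibitor for full effect; nearly all actives have a fitted effect of over 55% in size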
Target sequence (P08659 whole entry, looked up): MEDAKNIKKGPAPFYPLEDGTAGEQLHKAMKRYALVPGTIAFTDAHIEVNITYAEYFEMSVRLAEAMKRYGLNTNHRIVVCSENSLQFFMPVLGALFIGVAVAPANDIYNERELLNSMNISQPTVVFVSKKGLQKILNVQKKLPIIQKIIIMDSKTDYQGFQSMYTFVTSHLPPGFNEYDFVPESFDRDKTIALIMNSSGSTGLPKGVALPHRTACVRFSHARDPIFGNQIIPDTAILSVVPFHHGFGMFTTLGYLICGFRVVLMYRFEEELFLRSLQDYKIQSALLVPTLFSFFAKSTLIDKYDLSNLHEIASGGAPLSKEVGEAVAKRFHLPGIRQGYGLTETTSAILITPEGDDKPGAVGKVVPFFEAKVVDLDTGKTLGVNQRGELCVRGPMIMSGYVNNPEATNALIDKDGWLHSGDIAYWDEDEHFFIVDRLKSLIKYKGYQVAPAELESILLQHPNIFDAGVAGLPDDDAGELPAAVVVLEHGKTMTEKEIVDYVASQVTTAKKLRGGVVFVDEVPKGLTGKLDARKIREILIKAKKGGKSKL
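Biochemical qHTS of compounds, final roughly 60 µM downward over six points, against 10 nM purified firefly luciferase using Km concentrations of substrates (10 uM D-luciferin, 10 uM ATP) in Tris acetate pH 7.5 buffer; luminescence output.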
NPC1 promoter act = NPC1 promoter activation. Huh7 NPC1 promoter luciferase reporter, 24 h. Potency, µM (highest dose often 9.22 µM), without a hit: at the top dose activation, usual class: activators. 320,000 compounds, 2.4% hits. AID 485313;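 note: potency is the fitted concentration of half-maximal effect; % of control where 0% means no effect; nearly all actives have a fitted effect of over 60% in size; reporter is driven by a mutant NPC1 promoter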
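Compounds in DMSO were transferred onto Huh7 NPC1-luciferase reporter cells pre-incubated 2 h; after 24 h at 37 °C, Amplite reagent was dispensed and luminescence recorded 10 min later.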
PKM2 activator = increases activity of human pyruvate kinase M2. AID 1631. P14618. purified PKM2, Kinase-Glo ATP luminescence, activation; response scale: 0% is enzyme alone, no compound. Potency, µM (highest dose often 57.5 µM), without a hit: at the top dose activation, hits mostly activators. 260,000 compounds, 0.34% hits; note: potency is the fitted concentration of half-maximal effect; % is set by controls: 0 for no effect and ±100 for the full control effect; nearly all actives have a fitted effect of over 55% in size
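Purified hPK-M2 (>95% pure) converted ADP (0.1 mM final) to ATP with 0.5 mM PEP in 50 mM imidazole pH7.2, KCl, MgCl2, Tween 20, BSA; 1 h at room temperature. ATP detected by Kinase-Glo luminescence.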
Giardia killer = Giardia lamblia killing; 340,000 compounds, 0.15% hits; Giardia lamblia trophozoite viability; activity change, % at 7.66 µM, hits read low; AID 540267; in the data active = activity change below about -80%; inconclusive = between about -30% and that limit;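 note: parasites exposed to compound for two days anaerobically before the ATP read; % is set by controls: 0 for no effect and ±100 for the full control effect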
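Giardia trophozoites, 100 cells per well, were exposed to compounds for 48 hrs at 37 deg C under anaerobic conditions; viability was then read as ATP content by bioluminescence after 15-30 min at room temperature.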
Gal4-VP16 FLuc = counter-screen for ROR gamma inhibitors: Gal4-VP16 reporter. 310,000 compounds, 3.5% hits. Potency, µM (highest dose often 53.6 µM), for the others: at the top dose activity, negative = inhibition, most hits filed as inhibitors. Drosophila S2 Gal4-VP16 UAS-luciferase, luminescence, 20 h;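 note: Gal4-VP16 expression switched on by copper sulfate through the metallothionein promoter; potency is the fitted concentration of half-maximal effect; % is set by controls: 0 for no effect and ±100 for the full control effect; nearly all actives have a fitted effect of over 50% in size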
RORgamma inh = blocks mouse ROR gamma transcriptional activity; Potency, µM (top dose mostly 53.6 µM), for the others: at the highest dose activity change, negative = inhibition, usual class: inhibitors; Drosophila S2 Gal4-RORgamma UAS-luciferase reporter, 20 h; 310,000 compounds, 5.4% hits; P51450; note: potency is the fitted concentration of half-maximal effect; % is set by controls: 0 for no effect and ±100 for the full control effect; nearly all actives have a fitted effect of over 60% in size
Target sequence (P51450 whole entry, looked up, the tested form may be a part): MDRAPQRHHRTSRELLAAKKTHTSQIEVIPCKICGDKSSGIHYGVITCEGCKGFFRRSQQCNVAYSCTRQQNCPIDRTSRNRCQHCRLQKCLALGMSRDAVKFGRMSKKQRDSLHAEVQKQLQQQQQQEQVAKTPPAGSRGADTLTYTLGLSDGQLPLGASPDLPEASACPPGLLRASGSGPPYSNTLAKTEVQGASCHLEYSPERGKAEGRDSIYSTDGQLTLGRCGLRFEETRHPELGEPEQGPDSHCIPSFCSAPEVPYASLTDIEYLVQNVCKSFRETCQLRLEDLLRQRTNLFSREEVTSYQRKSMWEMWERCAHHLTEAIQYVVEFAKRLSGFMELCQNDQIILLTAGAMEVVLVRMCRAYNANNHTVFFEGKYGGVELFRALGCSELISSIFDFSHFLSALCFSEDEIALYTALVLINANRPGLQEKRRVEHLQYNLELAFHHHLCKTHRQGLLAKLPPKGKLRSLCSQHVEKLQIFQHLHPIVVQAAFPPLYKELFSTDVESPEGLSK
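Luciferase reporter read in Schneider cells carrying Gal4-RORγ (mouse) and UAS-Photinus luciferase; cells given compound 1 h before 700 uM copper sulfate induction, then incubated 20 h at ambient temperature.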
p53 reactivation = restores transcriptional activity of mutant p53 | H1299 p53-A138V BP100-luciferase reporter, luminescence, 24 h | Potency, µM (top dose mostly 92.2 µM), for inactives: at the top dose activity change, positive = activation, hits mostly activators | 320,000 compounds, 0.063% hits | AID 504706; note: potency is the fitted concentration of half-maximal effect; % of control where 0% means no effect; nearly all actives have a fitted effect of over 45% in size
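H1299 (p53-null), stable ts p53-A138V + BP100-Luc; 1000 cells/well, Opti-MEM/10% FBS; cpd 4 pt, 1:5; 24 h, 37 deg C, 5% CO2; detection reagent 10 min RT; luminescence.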
Menin-MLL TR inh = menin-MLL binding inhibition, Texas Red mutant peptide. O00255. Menin + Texas Red MLL mutant peptide, fluorescence polarization. Potency, µM (highest dose often 61.6 µM), without a hit: top-dose FP activity change, negative = inhibition, hits mostly inhibitors. 270,000 compounds, 0.23% hits. AID 1768; active = well fitted inhibition curve with a large enough effect in the polarisation, with a control signal flat, not every such curve was filed as active; inconclusive = small, poorly fitted or top-dose-only effect, or effect the other way, or a change in a side signal; inactive = no such curve, though single readings can be large or run the other way; the % refers to the polarisation; note: potency is the fitted concentration of half-maximal effect; % of control where 0% means no effect; many of its hits are not listed in these tables
BRCA1 expr up = increases BRCA1 expression | MCF7-BRCA1-FFLuc reporter, luminescence, 48 h; response scale: scaled: vehicle 0%, 10 µM genistein 100% | Potency, µM (doses to about 46.1 µM), for the others: at the top dose activation, hits mostly activators | 380,000 compounds, 1.1% hits | AID 624202; note: potency is the fitted concentration of half-maximal effect; nearly all actives have a fitted effect of over 80% in size; some results filed as inactive show a strong effect at the top dose
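Compounds are tested at multiple concentrations on MCF7 BRCA1-luciferase reporter cells seeded at 2000 per well; after 48 h, a single luminescence end-point is taken and curves fitted to the normalized data.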
Rab9 prom act = activators of Rab9 promoter | AID 485297 | 320,000 compounds, 2.8% hits | Huh7 Rab9 promoter-luciferase reporter, luminescence, 24 h | Potency, µM (doses to about 9.22 µM), without a hit: top-dose activation, negative = inhibition, hits mostly activators; note: potency is the fitted concentration of half-maximal effect; % of control where 0% means no effect; nearly all actives have a fitted effect of over 60% in size
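Cells were plated at 1500 per well in reduced-serum medium with 10% FBS and left 2 h. Compound in DMSO was then added for 24 h at 37 °C. Reporter signal was read by luminescence after 10 min with luciferase detection reagent.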
The depositor's hits bear a star; ? = inconclusive; nt = not tested or not shown; & = joins results of further samples; [ ] = another dose, or the depositor's remark. Unless noted, calls come from the whole dose curve; as a rule, active = well fitted curve in the direction sought with a large enough effect; inconclusive = small, poorly fitted or top-dose-only effect, or another doubt; inactive = no such curve, though single readings can be large; an effect the other way counts as inactive or inconclusive.

SMILES | ELG1 genotox | FLuc modulator | NPC1 promoter act | PKM2 activator | Giardia killer | Gal4-VP16 FLuc | RORgamma inh | p53 reactivation | Menin-MLL TR inh | BRCA1 expr up | Rab9 prom act
CC(=O)Nc1cccc(-c2nc3ccc(NC(C)=O)cc3[nH]2)c1 | 1% | 15µM* | 4% | -23% | -3 | -1% | 7% | 9% | ? | -1% | -4%
COc1ccc(C(=O)C2CCCN(C(=O)c3ccnn3C)C2)cc1OC (configuration not stated) | 0% | 0% | 1% | 1%[0.46 µM] | -11 | 13% | -15% | 6% | -5% | -10% | -5%
COc1ccc(N2C(=O)C(OC(C)=O)C2c2ccc(C)cc2)cc1 (configuration not stated) | -1% | 1% | 0% | -3% | -14 | -25% | 15% | 3% | -8% | -36% | -2%
CCN(CC)C(=O)COc1coc(CN2CCN(Cc3ccccc3)CC2)cc1=O | 2% | 1% | 1% | nt | -14 | 3% | -1% | -4% | nt | 6% | -6%
C=CCNC(=O)CSc1nc2sccc2c(=O)n1-c1ccccc1 | ? | -1% | -3% | -12% | 4 | 2% | -4% | -4% | 12% | -11% | 1%
COc1ccc(C2CC(=O)N3CN(c4ccccc4F)CSC3=C2C#N)cc1OC (configuration not stated) | 4% | ? | 1% | -19% | -2 | -5% | 21% | 1% | 9% | -9% | 6%
COc1ccc(NC(=O)CSc2nc3[nH]c(=O)cc(O)c3s2)cc1OC | 3% | 4% | -1% | nt | -18 | nt | nt | -1% | nt | -10% | -6%
Cc1cc(C)n(-c2nc3ccccc3n3c(C)nnc23)n1 | -3% | 1% | -4% | 2% | 1 | 11%[10 µM] | -21% | -2% | 8% | -8% | -6%
CCn1c(SCC(=O)N2CCCc3ccccc32)nc2ccccc2c1=O | -12% | 1% | 0% | -3% | 3 | -4% | 4% | 0% | -8% | -54% | 4%
COc1ccc(-c2noc(-c3ccoc3C)n2)cc1OC | 3% | 1% | -3% | -2% | 1 | 2% | -8% | -2% | -1% | 4.5µM* | 1%
Cc1ccc(/C=C/C(=O)Nc2ccc(O)c3c(=O)cc(-c4ccccc4Cl)oc23)cc1 | 3% | -12% | 0% | -5% | -3&20 | 3%&-2% | -2%&11% | -1% | -12% | 6% | -2%
Cc1cc(Nc2cccc(Cl)c2)nc(N2CCOCC2)n1 | -1% | 2% | 7% | -3% | 16 | -6% | 28% | -10% | 3% | -36% | 11%
O=C(CSc1nccn1-c1ccc(F)cc1)NCc1ccc2c(c1)OCO2 | 0% | 3% | 1% | 2% | -1 | 0% | 0% | -29% | -1% | 1% | 0%
Cc1ccc(C(=O)NC2CCCC2)s1 | ? | -6% | 19% | -6% | -4 | 7% | -17% | 8% | nt | 54% | 7%
CCCN(C(=O)CCNC(=O)Cn1cnc2ccccc2c1=O)c1cccc(Cl)c1 | -3% | -1% | 1% | 3% | 19 | -3% | 9% | -7% | 2% | 15% | -7%
O=c1cc(Cl)c(-c2ccccc2)nn1Cc1ccc(Cl)cc1 | -8% | 0% | -2% | nt | 3 | -2% | -1% | -1% | ? | -24% | -5%[1.84 µM]
Cc1cccc(C(=O)NCC(=O)NCCSc2ccc(Br)cc2)c1 | 2% | 6% | 0% | nt | -3 | nt | nt | 4% | nt | -3% | -5%
CSc1ccc(S(=O)(=O)Nc2cccc(F)c2)cc1 | -4% | 4% | -1% | 17% | nt | ? | ? | 4% | 5% | nt | 1%
O=C1C/C(=C\c2c(F)cccc2Cl)N2CCC1CC2 | 4% | 5% | -2% | 6% | -4 | 11% | -15% | 4% | 5% | -6% | 1%
Cc1ccsc1/C=N\NC(=O)c1n[nH]c2c1CCC2 | ? | 2.1µM* | 1µM* | -12% | -28 | 7.1µM* | 4µM* | 18% | -1% | -64%[inhibitor] | 0.63µM*
COc1cccc(COc2ccc(N(C)S(=O)(=O)c3ccccc3)cc2)c1 | -5% | 2% | -2% | nt | -24 | 4% | 10% | 2% | 14% | -24% | -1%
COc1ccc(-n2nc3c(c2NC(=O)c2ccc(Br)cc2)CS(=O)C3)cc1 (configuration not stated) | 3% | -1% | 3% | -16% | -11 | 0% | 0% | -6% | 0% | -22% | -4%
Cn1cnnc1SCC(=O)Nc1cc(S(=O)(=O)N2CCCCC2)ccc1Cl | 0% | 0% | -1% | -12% | -4 | -7% | 14% | -5% | nt | -18% | 1%
COc1cc(/C(C)=N/NC(=O)CSc2nc3ccccc3[nH]2)ccc1O | -5% | ? | -4% | -2% | -4 | -5% | 10% | -7% | nt | -28% | 2%
COc1cc(OC)c(C2=NOC(C(=O)O)C2)cc1Cl (configuration not stated) | 1% | -1% | -7% | -2% | -4 | -6% | -11% | 0% | -2% | -7% | -3%

The list goes on:
SMILES | ELG1 genotox | FLuc modulator | NPC1 promoter act | PKM2 activator | Giardia killer | Gal4-VP16 FLuc | RORgamma inh | p53 reactivation | Menin-MLL TR inh | BRCA1 expr up | Rab9 prom act
COc1ccc(C(=O)NOCc2ccccc2)cc1 | ? | 1.9µM* | ? | nt | -20 | nt | nt | 2% | nt | -14% | ?
Cc1ccc(C(=O)NCC(=O)OCC(=O)NC2CCS(=O)(=O)C2)cc1C (configuration not stated) | -3% | ? | 0% | -9% | -7 | -2% | 17% | 1% | 4% | 10% | 1%
O=C(O)C1CCC(=O)N1C1c2ccccc2Oc2ccccc21 (configuration not stated) | 1% | 4% | -2% | 4% | 14 | 3% | -17% | 2% | -2% | 10% | 1%
O=C1/C(=C\c2ccccn2)SC(=S)N1c1ccc(S(=O)(=O)Nc2nccs2)cc1 | 0% | -12% | 1% | -2% | 3 | -14% | 4% | 2% | nt | -30% | -2%
Cc1ccccc1/C=N\NC(=O)c1csnn1 | 19% | ? | 18% | -8% | 8 | -8% | 19% | 14% | nt | 13% | 19%
Cc1c(C(=O)NCC(c2ccco2)N(C)C)oc2c(Cl)cccc12 (configuration not stated) | 16% | 0% | 5% | nt | -15 | nt | nt | -2% | nt | -72% | -2%
CN(Cc1nc(-c2ccncc2)no1)S(=O)(=O)c1ccccc1 | 10% | 0% | 6% | 10% | 14 | 9% | 2.5µM* | 0% | 15% | 1% | 2%
Cc1cc(=O)oc2cc(OCC(=O)OCC(=O)Nc3ccccc3F)ccc12 | 5% | -7% | -1% | -2% | 1 | 0% | -3% | -1% | 2% | -36% | 1%
CCCCC(=O)N1CCCC(c2nc3c(nnn3Cc3cc(C)ccc3C)c(=O)[nH]2)C1 (configuration not stated) | 0% | 1% | 0% | 8% | 12 | -2% | 0%[10 µM] | -9% | -5% | -34% | -9%
CCOc1ccc(NC(=O)CS(=O)(=O)c2cn(C)c3ccccc23)cc1 | 4% | -1% | 0% | 2% | -10 | -1% | -27% | -3% | 4% | -2% | -2%
CCN1CCN(CCNC(=O)CCCCCn2c(=O)[nH]c3cc(C(=O)OC)ccc3c2=O)CC1 | 0% | 4% | -4% | -2% | 8 | 3% | 2% | 1% | 21% | 1% | -2%
Cc1cccc(CNC(=O)C2CCCN(c3nn4c(=O)cc(C)nc4s3)C2)c1 (configuration not stated) | 0% | 0% | -1% | 2% | 11 | 6% | -38% | nt | 0% | 2% | 21%
O=C(C[n+]1ccccn1)c1ccccc1 | 3% | 0% | 2% | 2%[11.5 µM] | -15 | -7% | -22% | 13% | -10% | -12% | 5%
Cc1ccc(SCc2c(C#N)c3ccccc3n2C)cc1 | 8% | ? | 1% | 3% | 4 | ? | 12% | 13% | 16% | 54% | 11%
O=P(COc1ccccc1)(c1ccccc1)c1ccccc1 | 0% | 3% | 2% | 4% | -1 | -6% | 39% | 2% | -22% | 5% | 0%
OC(CNCc1ccc2c(c1)OCO2)COc1ccccc1 (configuration not stated) | 2% | 0% | -5% | -3% | -5 | 6% | 11% | -2% | nt | -7% | -6%
CC(CN1CCOCC1)C(=O)O (configuration not stated) | 4% | 4% | -3% | -1% | -2 | -9% | -10% | ? | -9% | -6% | -3%
COc1ccc(C)cc1NC(=O)CNC(=O)Cn1ccc2ccccc2c1=O | -5% | -5% | 1% | 1% | 0 | -9% | 34% | -9% | 10% | -22% | -1%
O=C(CNC(=O)c1ccccc1F)c1ccc(Br)cc1 | 5.2µM* | 2.7µM* | 0.4µM* | nt | 0 | -17% | -35% | ? | -22% | ? | 1.3µM*
O=C(c1cc(-c2ccc(Cl)cc2)on1)N1CCCCCC1 | 4.6µM* | 1.9µM* | 0.79µM* | -12% | 3 | 4% | -24% | ? | 10% | ? | 1.1µM*
Oc1ccccc1/C=N/NC(=S)NC1CC2C=CC1C2 (configuration not stated) | ? | 13µM* | ? | 8% | 16 | 5µM* | 3.2µM* | 21% | nt | 0% | ?

These rows are one share of the data; rates above refer to the full screens.
